# Myeloid diff MLP = myeloid differentiation induction; ER-HoxA9 myeloid progenitors, lysozyme-GFP differentiation, flow cytometry; calls only at 10 µM; actives 1% (n = 360,000);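 active means normalized GFP-positive differentiation at or above the plate's own cutoff, the solvent-only control mean plus 3 SD; inconclusive means no clear call, values can overlap the other calls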;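 further: cells exposed to compound for four days before flow analysis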
# KOR beta-arrestin-1 = KOR agonists, beta-arrestin recruitment, primary screen, cell-based, luminescence, uHTS (AID 1777); actives 0.02% (n = 280,000); one-dose activation, % at 10 µM; EC50 in µM for titrated hits; KOR beta-arrestin recruitment, luminescence; higher % means a stronger effect; in the data active means activation above about 50%, passing the limit was not always enough; further: a part of the inactive calls stands beside numbers as strong as those of hits
# GPR55 activation = selective activators of receptor GPR55 – imaging, U2OS cells, beta-arrestin-GFP redistribution, primary screen (AID 1961); U2OS GPR55 beta-arrestin-GFP redistribution imaging; higher % means a stronger effect; activation, % at 10 µM, or EC50 in µM where a hit was titrated; actives 0.048% (n = 290,000);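 active means activation above 40% with more than 50 cells counted in the well; inconclusive means wells holding fewer than 50 cells, flagged as toxic or sparse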;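 further: U2OS osteosarcoma cells stably expressing GPR55 and beta-arrestin-GFP; plate controls were DMSO negative control for no effect and LPI positive control for full effect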
# NTR1 ag = NTR1-driven beta-arrestin-GFP spot formation – imaging, U2OS cells, high content, primary screen (AID 493036); P30989; agonist mode; activation, % at 20 µM; actives 0.17% (n = 330,000);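 active means activation at or above 40% of the spot to cytoplasm intensity ratio, with at least 20 cells analyzed; inconclusive means wells under 20 cells, flagged as cytotoxic or low count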;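 further: 0% = DMSO without peptide and 100% = 100 nM NTR1 peptide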
# Target sequence (P30989 whole entry, looked up): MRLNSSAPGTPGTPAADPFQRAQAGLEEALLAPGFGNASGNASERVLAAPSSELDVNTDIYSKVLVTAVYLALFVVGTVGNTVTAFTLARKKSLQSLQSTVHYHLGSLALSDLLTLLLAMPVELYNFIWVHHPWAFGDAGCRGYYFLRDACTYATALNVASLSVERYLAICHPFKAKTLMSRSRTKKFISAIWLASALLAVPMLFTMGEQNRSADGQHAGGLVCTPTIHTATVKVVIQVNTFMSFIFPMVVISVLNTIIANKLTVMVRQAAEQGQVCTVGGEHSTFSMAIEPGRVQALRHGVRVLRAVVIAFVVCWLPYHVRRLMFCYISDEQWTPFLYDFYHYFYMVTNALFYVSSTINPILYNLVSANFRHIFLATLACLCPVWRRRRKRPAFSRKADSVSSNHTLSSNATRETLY
# KOR beta-arrestin-2 = KOR antagonists, beta-arrestin recruitment, cell-based, luminescence, uHTS (AID 1778) | actives 0.091% (n = 290,000) | inhibition, % at 10 µM; hits with a dose series show IC50 in µM | KOR beta-arrestin recruitment, luminescence, antagonist mode; higher % means a stronger effect; further: strong numbers were not always called active
# T cell modulator = T cell immune modulators affecting CD8 T cell-vesicle binding; 2C CD8+ T cell-vesicle binding, flow cytometry; hits give low values; calls only at 7 µM; actives 0.068% (n = 330,000); AID 2052;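 active means response, share of CD8 T cells binding vesicles, and their 90th percentile fluorescence all below set limits, cut at about 80% in these data, passing the limit was not always enough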
#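 Assay system – 2C mouse CD8+ T cells · Also added – QL9-loaded Drosophila micro-vesicles · Timing – Cell–vesicle co-incubation 1.5 h at 37 °C, staining 20 min on ice · Signal – flow cytometry of vesicle-bound cells · Measure – percent CD8+ FL2 mean versus row control · Controls – Peptide-free naked vesicles (low) and QL9 vesicles with 0.7% DMSO vehicle (high)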
# GPR55 LPI antagonism = GPR55 antagonists blocking LPI-driven arrestin recruitment, primary screen, imaging, U2OS, beta-arrestin-GFP, LPI agonist (AID 2013); U2OS GPR55 beta-arrestin-GFP translocation imaging, LPI antagonism; higher % means a stronger effect; one-dose inhibition, % at 10 µM; IC50 in µM for titrated hits; actives 0.13% (n = 290,000);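 active means spots per cell inhibited over 60%, with over 100 cells counted and total cytoplasm intensity under 500,000; inconclusive means wells with under 100 cells, flagged as likely toxic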;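 further: U2OS cells stably carrying GPR55 and arrestin-GFP stimulated by 5 µM LPI near EC80; imaged beta-arrestin-GFP aggregate spots per cell after agonist stimulation; plate controls were LPI-stimulated DMSO wells for no effect and DMSO wells without LPI for full effect; some results filed as inactive read as strong as hits; confirmed hits need IC50 under 10 µM and bright autofluorescent wells are also inconclusive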
# NOD2 inhibition = NOD2 signaling inhibitors, cell-based, luminescence, uHTS, HEK293 (AID 1566) | HEK293 NOD2/NF-kB luciferase reporter, luminescence; higher % means a stronger effect | inhibition, % at 4 µM; hits with a dose series show EC50 in µM | actives 0.63% (n = 290,000); further: many of its hits are not listed in these tables
# NOD1 inhibition = NOD1 signaling inhibitors, primary screen, cell-based, luminescence, uHTS (AID 1578) | NOD1-driven NF-kB luciferase reporter cells, luminescence; higher % means a stronger effect | one-dose inhibition, % at 4 µM; EC50 in µM for titrated hits | actives 1% (n = 290,000); in the data active means inhibition mostly above about 36%, no sharp cut-off; inactive means mostly below about 34%;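 further: HEK-293T reporter cells stimulated with the NOD1 agonist gamma-tri-DAP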
# T cell modulator vesicle-bound % = further read-out of T cell modulator, marked with its call; double positive events, %; measured here: CD8+ vesicle-bound cell fraction;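 binding gate set so that unloaded-vesicle control wells show 10% double positive cells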
# NTR1 ag cell count 20 µM = further read-out of NTR1 ag, marked with its call; cell count; measured here: cell count, cytotoxicity flag
# Myeloid diff MLP GFP+ MAC1+ % = second read-out of Myeloid diff MLP, no call of its own (marks repeat the call); GFP+ MAC1+ double positive, %; measured here: differentiation confirmed by MAC1 staining
# * = called active by the depositor; i = inactive; ? = inconclusive; . = not tested or not shown; [ ] = another dose, or the depositor's remark. Unless noted, no stated cut-off is given here; in the data, active means inhibition above about 50%; inactive means the rest. Not all compounds are listed; rates above refer to the full screens.
mol,KOR beta-arrestin-2,T cell modulator vesicle-bound %,GPR55 LPI antagonism,Myeloid diff MLP GFP+ MAC1+ %,T cell modulator,GPR55 activation,NTR1 ag,NOD1 inhibition,KOR beta-arrestin-1,NTR1 ag cell count 20 µM,Myeloid diff MLP,NOD2 inhibition
CC(=O)Nc1ccc(S(=O)(=O)N2CCCN(S(=O)(=O)c3ccc(NC(C)=O)cc3)CC2)cc1,20%,3,3%,0.5,i,0.5%,2.1,-7%,-4.5%,68,i,14%
COCCCC1CCN(C(=O)C2CCC(=O)N(CCc3cccc(F)c3)C2)CC1 (configuration not stated),11%,29,17%,1.0,i,-0.1%,0.2,-24%,-1.1%,69,i,1%
CCCC/C(=N\NC(=O)c1ccc(Br)o1)c1ccccc1,-13%,6,5%,0.3,i,0.0%,-0.7,-20%,-0.6%,70,i,3%
O=C(O)c1ccccc1-c1ccccc1C(=O)NNc1ccc([N+](=O)[O-])cc1,-1%,32,-3%,0.0,i,0.2%,1.3,-6%,0.8%,63,i,-11%
COC(=O)c1ccccc1OCCOCCOc1cccc2ccc(C)nc12,-39%[20 µM],33,-9%,1.4,i,0.1%,0.6,21%,-1.6%,58,i,1%
Cc1cccc2[nH]c(CN(C)C(=O)C3CCC(=O)N(CCc4ccccc4)C3)nc12 (configuration not stated),-17%,10,0%,1.0,i,-0.1%,0.5,-18%,0.3%,53,i,4%
CN(C1CCCCC1)S(=O)(=O)c1ccc(NC(=O)C2CCCCC2)cc1,-2%,53,1%,13,i,-0.1%,1.8,10%,2.7%,47,i,-14%
CC(C)NC(=O)C(c1ccc(F)cc1)N(C(=O)CCC(=O)Nc1ccccn1)c1cccc(F)c1 (configuration not stated),-10%,11,2%,0.4,i,-0.2%,-0.8,-2%,4.8%,52,i,2%
COc1ccc(NC(=O)C(CCCCNC(=O)OC(C)(C)C)NC(=O)OCc2ccccc2)cc1 (configuration not stated),10%,33,15%,0.4,i,-0.3%,-1.3,-13%,4.1%,59,i,1%
O=C(CSc1nc2ccccc2n1CCc1ccccc1)NC1CCS(=O)(=O)C1 (configuration not stated),-26%,33,4%,1.0,i,-0.1%,1.8,-14%,0.0%,48,i,-11%
Cc1ccc(-c2noc(CSc3nnc(-c4ccccc4)n3C)n2)cc1,9%,13,19%,5.5,i,-0.2%,-0.6,-31%,-7.5%,64,i,3%
O=c1oc2ccccc2n1Cc1ccccc1F,0%,58,4%,0.7,i,-0.1%,0.1,-3%,-6.6%,52,i,8%
Cc1ccc(OCC(=O)NN2C(=O)c3ccccc3C2=O)cc1,9%,36,11%,2.6,i,-0.1%,-0.4,-29%,-2.5%,52,i,-4%
COC(=O)c1cc(O)c(OCc2ccccc2)c(O)c1,-1%,55,11%,0.6,i,-0.1%,0.8,9%,-6.0%,53,i,-6%
COC(=O)Cn1nc(-c2ccc(C)c(S(=O)(=O)N(C)C)c2)c2ccccc2c1=O,0%,8,6%,1.0,i,-1.0%,-1.0,-13%,1.8%,60,i,7%
CCN(CCNC(=O)C1CCN(Cc2nc(-c3cccc(Cl)c3)oc2C)CC1)c1ccccc1,-22%,23,-1%,0.3,i,0.0%,19,-31%,5.0%,92,i,-2%
O=C(C1COc2ccccc2O1)N1CCN(Cc2ccc3c(c2)OCO3)CC1 (configuration not stated),9%,17,13%,0.6,i,-0.2%,-1.9,10%,-1.8%,50,i,-8%
COc1cc(/C=C/[N+](=O)[O-])ccc1OC(=O)c1cc2ccccc2oc1=O,-18%[20 µM],56,0%,0.6,i,0.3%,40,0%,-3.9%,56,i,8%
C=CCN(C(=O)c1csnn1)C(C(=O)NC1CCCCC1)c1ccc(C)cc1 (configuration not stated),14%,19,-2%,2.9,i,0.2%,2.5,-22%,-3.8%,61,i,12%
Nc1cc(=O)[nH]c(SCC(=O)c2ccc(O)cc2O)n1,-9%,36,7%,0.7,i,0.0%,0.1,-5%,0.2%,92,i,4%
Cc1ccc(OCC(=O)Nc2ccc3c(c2)C(=O)NC3=O)cc1,-12%,23,-3%,1.1,i,0.0%,0.9,-31%,4.7%,91,i,0%
O=C(NC(=S)Nc1ccc2c(c1)OCCO2)c1ccccc1F,20%[20 µM],50,0%,0.5,i,-0.1%,1.4,-27%,-6.4%,46,i,-138%
CC1Cc2ccccc2N1C(=O)CSc1nnc(-c2ccc(S(=O)(=O)N3CCOCC3)cc2)n1C (configuration not stated),-13%,5,2%,0.8,i,-0.3%,2.5,-15%,6.8%,56,i,16%
Cc1ccc(C)c(-n2nnnc2SCC(=O)NNC(=O)c2ccco2)c1,-3%[20 µM],28,-6%,0.0,i,0.2%,1.3,-24%,.,48,i,17%
CCC(C)(C)NC(=O)C(c1cccc(OC)c1OC)N(Cc1ccc(OC)cc1)C(=O)CCC(=O)Nc1cc(C)on1 (configuration not stated),26%,11,3%,0.4,i,0.6%,-0.9,38%,-1.1%,48,i,20%
COC(=O)c1ccc(NC(=O)CN2CCN(c3ccccc3C)CC2)cc1,-46%,35,0%,1.3,i,0.4%,1.8,-19%,2.6%,45,i,-4%
CNC(=O)c1cc(C(=O)c2ccc(Cl)cc2)c(Br)[nH]1,-30%,12,9%,0.4,i,-0.1%,-1.5,-5%,-4.2%,83,i,-6%
CCCCNC(=O)CSc1nc(O)c(Cc2ccc(OC)cc2)c(=O)[nH]1,-3%,42,2%,0.3,i,-0.1%,-0.1,-10%,5.0%,66,i,7%
O=C(CSc1ccccc1)Nc1ccc(C(=O)Nc2ccc(O)cc2)cc1,-16%,.,-6%,0.0,.,-0.4%,3.4,11%,4.8%,28,i,-12%
C=CCOC(=O)c1c(C)nc2cc3c(cc2c1C)OCO3,-7%,42,16%,0.4,i,0.3%,1.9,-3%,12%,37,i,-2%
COc1ccc(NC(=O)CCNC(=O)Cn2ccc3ccccc3c2=O)c(OC)c1,8%,12,4%,0.7,i,-0.1%,0.5,-2%,-1.5%,77,i,10%
CC1CCN(C(=O)Cn2ncc3c4ccccc4n(C)c3c2=O)CC1,-13%,20,8%,0.5,i,0.3%,1.0,-4%,2.0%,67,i,-12%
CC(OC(=O)CCCC(=O)Nc1ccccc1)C(=O)c1ccccc1 (configuration not stated),35%,31,-2%,0.6,i,0.6%,1.3,-6%,-4.1%,49,i,16%
Cc1cc(NC(=O)CCC(=O)N(C2CC2)C(C(=O)NC(C)(C)C)c2ccccc2Cl)no1 (configuration not stated),-3%,17,-11%,0.5,i,0.2%,-0.9,-20%,-3.9%,45,i,14%
O=C1/C(=C/c2cccnc2)SC(=S)N1CC1CCCO1 (configuration not stated),-12%,7,-2%,0.7,i,-0.4%,2.0,-18%,6.7%,41,i,15%
COc1ccc(C2/C(=C(/O)c3ccc(F)cc3)C(=O)C(=O)N2CCCN2CCOCC2)cc1OC (configuration not stated),-27%[20 µM],49,18%,0.5,i,-0.3%,-0.5,11%,12%,52,i,2%
Cc1cccc(CC(=O)N2CCC(N3CCC(C(=O)N4CCOCC4)CC3)CC2)c1,-14%,23,9%,0.3,i,1.3%,-0.6,-20%,-1.9%,74,i,-1%
O=C(N/C(C(=O)N1CCOCC1)=C(\Sc1ncccn1)c1ccccc1)c1ccccc1,-8%,43,5%,0.2,i,-0.3%,0.9,-21%,0.5%,55,i,9%
COc1cc(OC)cc(C(=O)NCc2ccc3[nH]c(C)cc3c2)c1,-46%,42,-6%,1.0,i,0.3%,-0.2,-37%,2.8%,31,i,-9%
COc1ccc(C(=O)Oc2ccc(N(C)S(=O)(=O)c3ccccc3)cc2)cc1[N+](=O)[O-],-36%,20,-9%,3.3,i,-0.1%,2.5,9%,5.4%,54,i,-30%
C=CCOc1ccccc1CN1CCC(Cc2ccccc2)CC1,-32%[20 µM],61,24%,0.4,i,0.4%,-0.2,-30%,-3.1%,58,i,-27%
C=CCN1C(=O)C(CC(=O)O)SC1=Nc1ccc(N=Nc2ccccc2)cc1 (configuration not stated),-41%,31,-13%,0.5,i,1.9%,0.2,-20%,-2.0%,53,i,3%
C=C(C)CNC(=S)/N=c1\scc(C)n1CC,-8%,12,4%,1.0,i,-0.2%,-0.9,-21%,-5.0%,83,i,5%
COc1cccc2c1OCC(CN1CCN(CCC(C)C)C(CCO)C1)=C2 (configuration not stated),-27%[20 µM],17,1%,1.6,i,0.2%,-1.5,-24%,.,43,i,-3%
O=C(CN1CCN(CC(=O)Nc2ccccn2)CC1)Nc1ccccn1,-12%,27,-4%,0.7,i,-0.2%,-2.4,-23%,4.9%,57,i,10%
CCc1ccc(Oc2cc(Cl)nc(N)n2)cc1,21%,32,-1%,0.6,i,-0.1%,-0.7,-19%,-3.0%,63,i,-26%
CCCCCCCCOC(=O)C(NC(=O)CCC(=O)Nc1ccc(S(N)(=O)=O)cc1)C(O)c1ccccc1 (configuration not stated),-46%,8,8%,2.9,i,-0.2%,0.7,-2%,-8.0%,51,i,14%
CC(=O)Nc1ccc(NC(=O)CSc2nnc(C)c(=O)[nH]2)cc1,-11%,48,6%,0.0,i,0.0%,-0.2,-22%,2.4%,76,i,-1%
Cc1cc(C)cc(NC(=O)C2(c3ccccc3)CC2(Cl)Cl)c1 (configuration not stated),-17%,32,10%,0.3,i,-0.1%,15,-22%,4.8%,78,i,-11%
O=C(COC(=O)c1cc2ccccc2o1)c1ccccc1,2%,37,6%,0.9,i,-0.1%,1.3,0%,-3.9%,63,i,4%
O=C(NCc1ccco1)c1cccc(N2CCCC2=O)c1,-12%,28,-3%,.,i,-0.2%,-0.8,-20%,-3.5%,63,?,-1%

# Source: PubChem BioAssay (several laboratories)
